DNA Pol III inh: qHTS Assay for Inhibitors of DNA Polymerase III Holoenzyme System. reconstituted DNA polymerase III holoenzyme replication, biochemical. Potency, µM (series often up to 57.1 µM), for inactives: top-dose activity change, negative = inhibition. 0.25% of 71,000 active; further: potency means the concentration at half of the fitted maximal effect; on the % scale 0 is the no-effect control and ±100 the full control effect
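Reconstituted *E. coli* holoenzyme (0.35 nM Pol III, 1 nM beta, 154 nM SSB, 2 nM primase) was preincubated with compound for 15 min at RT. Synthesis on 1.4 nM ssM13Gori ran 35 min, then was stopped with PicoGreen/EDTA and read as dsDNA fluorescence.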
Hsp90 Hop PPI: qHTS Assay for Disrupters of an Hsp90 Co-Chaperone Interaction; Hsp90 C-terminal peptide / TPR2A (Hop) interaction, human; AlphaScreen TPR2A-His6 binding biotin-Hsp90 C-terminal peptide; Potency, µM (top dose mostly 57 µM), for inactives: top-dose activity change, negative = inhibition; 0.44% of 71,000 active; AID 595, 2007; active means well fitted curve in either direction with a large enough effect; inconclusive means small, poorly fitted or top-dose-only effect, or another doubt; further: potency means the concentration at half of the fitted maximal effect; on the % scale 0 is the no-effect control and ±100 the full control effect; many of its hits are not listed in these tables
CRE-bla Fsk: Cell signaling CRE-BLA (Fsk stim) | CHO CRE-bla reporter (cAMP response element driving beta-lactamase), forskolin EC10, beta-lactamase ratio | Potency, µM (doses to about 38.2 µM), without a hit: top-dose activity change, negative = inhibition, usual class: activators | 2.5% of 71,000 active | AID 662, 2007; active means well fitted activation curve with a large enough effect in the signal ratio, with a control signal flat, not every such curve was filed as active; inconclusive means small, poorly fitted or top-dose-only effect, or effect the other way, or a change in a side signal; the % refers to the signal ratio; further: potency means the concentration at half of the fitted maximal effect; % of control where 0% means no effect
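CRE-bla CHO cells stimulated with EC10 NKH 477 (water-soluble forskolin) and compound titrations, 3 h at 37C; beta-lactamase read with CCF4 after 2 h at room temperature. Activity from 460/530 nm emission ratio, AC50 values for positive or negative modulation.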
BRCT PPI green: qHTS Assay for Inhibitors of BRCT-Phosphoprotein Interaction (Green Fluorophore) | Breast cancer type 1 susceptibility protein (Homo sapiens), P38398 | BRCA1 BRCT-phosphopeptide binding, green fluorescence polarization | Potency, µM (highest dose often 76.9 µM), for the others: top-dose activity change, negative = inhibition, most hits filed as inhibitors | 0.05% of 75,000 active | AID 875, 2007;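 further: potency means the concentration at half of the fitted maximal effect; plate controls were peptide without protein for full effect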
Target sequence (P38398 whole entry, looked up): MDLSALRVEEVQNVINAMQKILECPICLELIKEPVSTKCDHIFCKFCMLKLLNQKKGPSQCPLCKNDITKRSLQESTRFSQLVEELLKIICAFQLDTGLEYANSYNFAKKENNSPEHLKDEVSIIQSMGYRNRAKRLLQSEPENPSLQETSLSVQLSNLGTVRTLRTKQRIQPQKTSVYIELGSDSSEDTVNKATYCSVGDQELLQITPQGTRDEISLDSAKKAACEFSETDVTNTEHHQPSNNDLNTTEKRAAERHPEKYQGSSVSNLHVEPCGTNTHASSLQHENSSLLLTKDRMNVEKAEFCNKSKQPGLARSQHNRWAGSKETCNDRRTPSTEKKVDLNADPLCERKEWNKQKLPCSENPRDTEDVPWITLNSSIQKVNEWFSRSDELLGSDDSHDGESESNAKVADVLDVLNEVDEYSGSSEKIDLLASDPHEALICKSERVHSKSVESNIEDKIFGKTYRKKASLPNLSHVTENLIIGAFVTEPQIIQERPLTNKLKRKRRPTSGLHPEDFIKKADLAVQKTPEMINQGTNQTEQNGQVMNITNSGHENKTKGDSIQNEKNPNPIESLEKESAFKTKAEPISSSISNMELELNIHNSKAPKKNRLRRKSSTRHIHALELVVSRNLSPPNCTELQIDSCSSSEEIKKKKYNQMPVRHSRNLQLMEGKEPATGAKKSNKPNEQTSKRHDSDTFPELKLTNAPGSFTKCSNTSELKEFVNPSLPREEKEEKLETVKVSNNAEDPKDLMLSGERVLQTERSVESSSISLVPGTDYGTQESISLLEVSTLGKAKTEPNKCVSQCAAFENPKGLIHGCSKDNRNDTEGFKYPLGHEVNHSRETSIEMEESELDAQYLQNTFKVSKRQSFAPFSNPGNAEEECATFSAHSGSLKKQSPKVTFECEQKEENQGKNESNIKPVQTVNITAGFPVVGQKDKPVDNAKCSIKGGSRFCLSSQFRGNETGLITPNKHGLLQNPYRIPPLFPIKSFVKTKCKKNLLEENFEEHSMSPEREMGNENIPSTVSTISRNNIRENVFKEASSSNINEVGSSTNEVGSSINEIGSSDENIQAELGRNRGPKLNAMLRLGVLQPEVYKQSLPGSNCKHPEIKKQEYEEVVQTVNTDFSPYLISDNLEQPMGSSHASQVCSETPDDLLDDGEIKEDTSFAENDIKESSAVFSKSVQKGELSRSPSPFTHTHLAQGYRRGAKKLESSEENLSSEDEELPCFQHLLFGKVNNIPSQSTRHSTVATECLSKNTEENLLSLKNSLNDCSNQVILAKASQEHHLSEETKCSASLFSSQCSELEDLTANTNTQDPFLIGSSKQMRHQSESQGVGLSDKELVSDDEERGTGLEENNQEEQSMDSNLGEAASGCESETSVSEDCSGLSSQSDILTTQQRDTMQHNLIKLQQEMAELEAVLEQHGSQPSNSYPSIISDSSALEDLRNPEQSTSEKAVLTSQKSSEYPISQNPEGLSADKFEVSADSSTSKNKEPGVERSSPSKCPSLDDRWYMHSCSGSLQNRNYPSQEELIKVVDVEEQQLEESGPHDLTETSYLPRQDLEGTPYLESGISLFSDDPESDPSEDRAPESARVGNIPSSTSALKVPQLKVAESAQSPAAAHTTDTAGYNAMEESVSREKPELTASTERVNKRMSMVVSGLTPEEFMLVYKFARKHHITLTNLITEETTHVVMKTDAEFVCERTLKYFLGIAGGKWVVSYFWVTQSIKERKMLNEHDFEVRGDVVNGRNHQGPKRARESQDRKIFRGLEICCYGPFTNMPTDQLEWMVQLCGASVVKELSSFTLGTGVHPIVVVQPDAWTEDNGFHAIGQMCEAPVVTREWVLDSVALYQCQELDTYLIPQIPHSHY
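Fluorescence polarization: His-tagged BRCT (~35 kDa BRCA1 C-terminus, 250 nM) bound to 100 nM fluorescein-labeled phosphorylated 10-aa BACH1 peptide, pH 7.3 phosphate buffer with DTT and Tween 20. Compounds incubated 12 min at room temperature; inhibition read as lowered polarization.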
GFP derepression: qHTS Assay for Epigenetic Modulators; mouse C127i GFP locus derepression, cytometry, 30 h; Potency, µM (series often up to 46.1 µM), for the others: at the highest dose GFP derepression (activation); 0.09% of 68,000 active; further: % of control where 0% means no effect
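Locus derepression in mouse mammary C127i cells whose integrated CMV-GFP reporter is normally silent; GFP expression after 30 h compound treatment was quantified by counting fluorescent cells.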
4-MU autofl: qHTS Assay for Spectroscopic Profiling in 4-MU Spectral Region | 11% of 59,000 active | max dye-equivalent concentration, M | compound autofluorescence, 340/450 nm, 4-MU equivalents; active compounds read high; in the data active means max dye-equivalent concentration above about 10 nM; inconclusive means mostly about 1.1 nM to 9.6 nM
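Compounds in 100 mM Tris, pH 8.0, incubated 15 min at room temperature, then fluorescence read at 340 nm excitation/450 nm emission. Signal converted to 4-MU dye-equivalent concentration using an on-plate six-point 4-MU standard curve.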
15-hLO inh: qHTS Assay for Inhibitors of 15-hLO (15-human lipoxygenase); Polyunsaturated fatty acid lipoxygenase ALOX15 (Homo sapiens), P16050; 1.4% of 74,000 active; Potency, µM (titrated, usually from 57.1 µM), without a hit: top-dose activity change, negative = inhibition, most hits filed as inhibitors; AID 887, 2007; purified 15hLO-1, xylenol orange hydroperoxide absorbance; further: potency means the concentration at half of the fitted maximal effect; on the % scale 0 is the no-effect control and ±100 the full control effect; nearly all actives have a fitted effect of over 55% in size
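Compounds were preincubated 15 min at room temperature with 40 nM purified human enzyme (25 mM Hepes pH 7.5, 0.01% Triton X-100); 50 uM arachidonic acid reacted 6 min. Fe-xylenol orange detection, 30 min, absorbance ratio 573/405 nm.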
BRCT PPI red: qHTS Assay for Inhibitors of BRCT-Phosphoprotein Interaction (Red Fluorophore); Breast cancer type 1 susceptibility protein (Homo sapiens), P38398; BRCT-phosphopeptide binding, red fluorescence polarization; Potency, µM (highest dose often 76.9 µM), for the others: at the highest dose activity change, negative = inhibition, hits mostly inhibitors; 0.03% of 75,000 active; AID 892, 2007; further: on the % scale 0 is the no-effect control and ±100 the full control effect
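Fluorescence polarization: 100 nM His-tagged BRCA1 BRCT with 100 nM TAMRA-labelled phospho-BACH1 decapeptide, phosphate buffer pH 7.3 with 150 mM NaCl, DTT, 0.01% Tween 20; 12 min RT. Binding inhibition seen as FP decrease.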
A350 fluor: qHTS Assay for Spectroscopic Profiling in A350 Spectral Region; Compound autofluorescence, 340/450 nm, Alexa 350 dye-equivalents; active compounds read high; max dye-equivalent concentration, M; 11% of 59,000 active; in the data active means max dye-equivalent concentration above about 10 nM; inconclusive means mostly about 1.1 nM to 9.6 nM
HBB splicing: qHTS Assay for Modulators of Hemoglobin Beta Chain Splicing; 0.06% of 65,000 active; AID 925, 2007; Potency, µM (highest dose often 46.1 µM), for the others: at the top dose activation, usual class: activators; HBB splicing reporter cell assay, activation; EGFP reporter with mutant IVS2-654 intron; response scale: normalised to 500 nM splice-correcting PNA; further: potency means the concentration at half of the fitted maximal effect; 0% is about no effect
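Compounds were applied for 2 days to HeLa EGFP-654 cells, 500/well in Optimem with 2% FCS. The reporter's EGFP is disrupted by mis-splicing of beta-globin intron IVS2-654. Readout: summed well GFP fluorescence from 488 nm laser scanning; reference was 500 nM antisense […] 654 PNA.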
UbGFP stabilizer: Ubiquitin-GFP Assay | Potency, µM (titrated, usually from 45.9 µM), for the others: at the highest dose activation (GFP accumulation), most hits filed as activators | 67,000 tested, under 10 active | Ubiquitin-GFP reporter cells, proteasome inhibition, GFP fluorescence; response scale: untreated = 0%, 10 µM MG-132 = 100% | AID 526, 2006; active means well fitted activation curve with a large enough effect, not every such curve was filed as active; inconclusive means small, poorly fitted or top-dose-only effect, or another doubt; inactive means no such curve, though single readings can be large or run the other way; further: potency means the concentration at half of the fitted maximal effect
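U2OS cells stably expressing ubiquitin(G76V)-GFP, seeded overnight in 0.5% FBS medium, were exposed to compounds (qHTS, 46 uM to 2.9 nM) for 4 hr at 37 °C. GFP-positive cells were counted by laser cytometry (488 ex/515 em), normalized between basal and 10 uM MG-132.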
Numbers without * were called inactive; i = inactive; ? = inconclusive; nt = no result given; [ ] = remark or other dose. Unless noted, the call rests on the fitted dose curve; in most records, active means well fitted curve in the direction sought with a large enough effect; inconclusive means small, poorly fitted or top-dose-only effect, or another doubt; inactive means no such curve, though single readings can be large; an effect the other way counts as inactive or inconclusive.

Under each structure – DNA Pol III inh | Hsp90 Hop PPI | CRE-bla Fsk | BRCT PPI green | GFP derepression | 4-MU autofl | 15-hLO inh | BRCT PPI red | A350 fluor | HBB splicing | UbGFP stabilizer
- COc1cccc(NC(=O)CSc2nc3ccccc3c(=O)n2CCCC(=O)N2CCCC2)c1
    -5% | ? | ? | 7.8% | 0% | i | ? | -1.4% | i | -0.4% | 7%
- COc1ccc(CNC(=O)c2ccc3c(c2)N(C)C(=O)CS3=O)cc1 (configuration not stated)
    -3% | 1% | -7% | -1.4% | -5% | nt | -20% | -1.5% | nt | 0.4% | 26%
- CC(C)OC(=O)CN1C(=O)C(C)(C)Oc2ccc(C(=O)NC(C)(C)C)cc21
    1% | 1% | ? | 0.8% | -2% | i | 6% | -1.0% | i | nt | -2%
- O=C(c1ccc2snnc2c1)N1CCCC1
    -3% | -5% | -5% | 0.4% | -2% | nt | 1% | 0.0% | nt | 0.5% | 9%
- O=C(Cn1cnc2ccccc21)OCC(=O)N1CCc2ccccc2C1
    -2% | -2% | -12% | -3.8% | -1% | i | 8% | -0.6% | i | -3.6% | -4%
- CN(CCOc1ccc(Cl)cc1)c1ccc(S(=O)(=O)N2CCCCC2)cn1
    5% | ? | ? | 1.9% | 0% | i | -1% | -1.5% | i | 4.0% | -5%
- CN(C)c1ncc2nc(-c3ccc(F)cc3)c(=O)n(-c3ccccc3)c2n1
    -2% | 2% | 2.5µM* | -2.9% | 0%[9.22 µM] | ? | 3% | 1.5% | ? | -0.3% | -7%
- O=C1Nc2ccc(S(=O)(=O)NCc3ccco3)c3cccc1c23
    -16% | -1% | 4% | -0.3% | 0% | 9.4e-08M* | -21% | -0.9% | 8.1e-08M* | nt | 2%
- Cc1ccc(C(=O)N2CCN(c3ccccc3)CC2)cc1S(=O)(=O)N1CCCC1
    -2% | -6% | -11% | -6.3% | 0% | i | -9% | 0.1% | i | -0.6% | 5%
- Cn1c(=O)[nH]c(=O)c2c1nc(N1CCOCC1)n2CCSc1ncccn1
    -12% | -3% | 14% | -0.2% | -2% | i | 10% | -0.4% | i | -0.1%[0.369 µM] | nt
- Cc1ccc(N(CC(=O)N2CCn3c2nc2ccccc23)S(=O)(=O)c2c(C)n[nH]c2C)cc1
    -2% | -4% | ? | -1.9% | -1% | i | -19% | -0.7% | i | 0.3% | 11%
- Cc1ccc(C)c(/C(O)=C2\C(=O)C(=O)N(CCCn3ccnc3)C2c2ccncc2)c1 (configuration not stated)
    -3% | -7% | -5% | 0.4% | 2% | i | 16% | 0.9% | i | nt | -10%
- COc1ccc(C2=NOC(C(=O)Nc3cc(C)nn3-c3ccccc3)C2)cc1OC (configuration not stated)
    -3% | -2%[2.3 µM] | 2.5µM* | -1.0% | nt | nt | -12% | 0.7% | nt | -0.7% | 3%
- Cc1cccc(C)c1NC(=O)C1(NC(=O)c2cnccn2)CCCCC1
    -3% | -2% | 0% | -2.0% | -3% | nt | 9% | -0.5% | nt | -1.1% | 7%
- N#Cc1c(NC(=O)CSc2n[nH]c(Cc3ccccc3)n2)oc(-c2ccccc2)c1-c1ccccc1
    -4% | -15% | ? | 6.3% | 0% | i | ? | 1.5% | i | -0.1% | -7%
- COc1ccc(-c2ccc(SCC(=O)NCc3ccco3)nn2)cc1
    3% | -1% | -2% | -1.9% | 1% | i | -3% | -0.2% | i | -0.6% | 7%
- CC1=CC(C)(C)N(C(=O)CSc2nnc(-c3ccccc3)o2)c2ccc(C)cc21
    -1%[11.4 µM] | 21%[11 µM] | ? | 0.4% | 0% | nt | -24%[11.4 µM] | -0.6% | nt | -0.7%[0.0738 µM] | -15%[9.17 µM]
- O=C(NCc1ccco1)c1cc(-c2cccc(Cl)c2)on1
    6% | 2% | 5% | -1.7% | -3% | i | -1% | -0.3% | i | 0.4% | 1%
- O=C(Cn1nc(C(F)(F)F)c2c1CCCC2)Nc1ccc2c(c1)OCO2
    -7% | 1% | ? | 1.2% | 0% | ? | -23% | -0.3% | ? | -2.7% | -2%
- COCc1c(C(=O)OCc2nc(N)nc(Nc3ccccc3C)n2)oc2ccccc12
    -2% | -2% | ? | -0.6% | -1% | i | -3% | -0.8% | i | 0.2%[57.5 µM] | 2%
- CCc1ccc2c(-c3cccc(Cl)c3)nc(=O)n(CC)c2n1
    -3% | -7% | 0.79µM* | 0.8% | -2% | nt | -4%[25.6 µM] | -0.1% | nt | nt | 0%
- COc1cccc(-c2nn3c(-c4cccc(C)c4)nnc3s2)c1
    -10% | 0% | ? | 0.2% | 2% | i | -4% | 0.2% | i | 0.8%[57.5 µM] | -7%
- CC1(C)CC(=O)c2cc(C(=O)N3CCCCC3)c(=O)n(-c3ccc(Cl)cc3)c2C1
    -5% | -1% | -12% | -0.3% | -5% | i | 0% | 0.8% | i | 0.4% | -1%
- COCCNc1nc(SCC(=O)N2CCN(c3ccccc3OC)CC2)nc2ccccc12
    -4% | -1% | 10% | -0.9% | 0% | i | 3% | 0.8% | i | -1.6% | 4%
- Cc1ccc2[nH]c3c(NCCCN4CCCC4=O)ncnc3c2c1
    -1% | ? | ? | -3.2% | 0% | 2e-08M* | 8% | -2.3% | ? | 2.7%[1.84 µM] | 21%
- Cc1ccc(C)n1-c1cccc(N)c1
    -12% | -9% | -2% | -2.2% | 0% | ? | ? | -1.0% | ? | nt | -1%
- CC(=O)N=c1sc(C(C)(C)C)c(C)n1C
    -9% | -1% | 13% | -0.4% | 1% | i | 2% | 0.0% | i | -3.4% | 2%
- CCn1c(=NC(=O)CSC(C)=O)sc2cc(OC)ccc21
    -2% | -1% | ? | -1.6% | nt | nt | -2% | -2.7% | nt | -0.7% | 11%
- O=C(c1ccco1)N1CCC[C@@]2(CCN(c3ccncc3)C2)C1
    -8% | -5% | 2% | -1.6% | -2%[9.22 µM] | i | 4% | -1.0% | i | 0.2% | -4%
- N#CC(c1nc2ccccc2nc1N1CCCC1)S(=O)(=O)c1cccs1 (configuration not stated)
    -18% | -16% | ? | 4.4% | 2% | 2.1e-07M* | 10µM* | -1.0% | 2.7e-07M* | 8.3%[0.369 µM] | -6%
- CCCc1nc2ccccc2c(=O)n1/N=C/c1ccc(O)cc1O
    -7% | -2% | -18% | -0.7% | 0% | i | -3% | -1.7% | i | -1.4% | 2%
- O=C(c1cnccn1)N1CCC2(CCCN(c3ncccn3)C2)CC1
    -8% | 3% | 2% | -4.9% | 0%[9.22 µM] | i | 2% | -0.7% | i | 4.4% | -1%
- CCS(=O)(=O)N1Cc2ccccc2CC1C(=O)OCC(=O)Nc1ccc(C)cc1 (configuration not stated)
    -7% | -3% | -19% | -0.5% | 0% | i | 2% | -0.5% | i | -0.3%[57.5 µM] | -4%
- Cc1cc(NC(=O)CSc2nnc(-c3ccco3)n2CC2CCCO2)no1 (configuration not stated)
    -5% | 0% | 3% | -2.1% | -2% | i | 4% | 1.0% | i | 0.5%[57.5 µM] | 0%
- COc1cccc(OC)c1C(=O)NCCN1CCN(C(=O)c2c(OC)cccc2OC)CC1
    -1% | -2% | 5% | 0.1% | -2% | i | 4% | -1.2% | i | -0.3% | -5%
- CN(Cc1ccc(-n2cccn2)cc1)C(=O)c1cnn2c1NC(c1ccco1)CC2C(F)(F)F (configuration not stated)
    3% | -17% | -19% | 0.0% | 11% | i | -17% | -1.9% | i | ? | 11%
- CCn1cc(C(=O)N2CC(C)CC(C)C2)c(=O)c2cc(S(=O)(=O)N3CCOCC3)ccc21 (configuration not stated)
    2% | 1% | -21% | 0.6% | -1% | i | 5% | -0.3% | i | 2.8%[1.84 µM] | 24%
- CCCn1c(=O)c2[nH]c(-c3ccc(OCC(=O)Nc4ccc(C#N)cc4)cc3)nc2n(CCC)c1=O
    -1% | -2% | 3% | -3.2% | -2% | i | -8% | -1.8% | i | 0.7% | 3%
- Cc1ccc(C(=O)O)cc1
    -1% | 2% | -9% | 1.3% | nt | nt | -2% | -2.0% | nt | 0.7% | nt
- COc1ccc(C(CNC(=O)c2cccnc2SC)N2CCOCC2)cc1 (configuration not stated)
    -6% | -1% | -8% | -1.4% | -2% | i | 0% | -2.4% | ? | -6.1% | -4%
